Assay outcomes from PubChem BioAssay.
RSV antiviral HEp-2 – inhibition of RSV-induced cytopathic effect – HEp-2 cells, primary 10 µM value included (AID 2391); HEp-2 cells, RSV-induced CPE inhibition; higher % means a stronger effect; one-dose CPE inhibition, % at 10 µM; IC50 in µM for titrated hits; 0.13% of 310,000 active; in the data active means a potency from the dose series; inconclusive means CPE inhibition mostly from about 23% at the one dose, without a potency; inactive means the rest, 99 in 100 with CPE inhibition below about 21%; further: strong numbers were not always called active
human PMI inhibition – MPI enzyme activity inhibition – biochemical, fluorescence intensity, coupled assay, primary screen (AID 1209) | purified PMI enzyme, coupled fluorescence intensity; higher % means a stronger effect | inhibition, % at 20 µM, or IC50 in µM where a hit was titrated | 0.42% of 190,000 active;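 further: plate controls were DMSO vehicle for no effect and wells lacking substrate for full effect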
PMI inhibition – human PMI inhibitors, high substrate, primary screen, biochemical, fluorescence intensity, high mannose 6-phosphate (AID 1220). recombinant PMI enzyme, coupled fluorescence intensity; higher % means a stronger effect. inhibition, % at 20 µM, or IC50 in µM where a hit was titrated. 0.66% of 190,000 active
T cell modulator – T cell immune modulators affecting CD8 T cell-vesicle binding | 2C CD8+ T cell-vesicle binding, flow cytometry; active compounds read low | calls only at 7 µM | 0.068% of 330,000 active | AID 2052;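 active means response, share of CD8 T cells binding vesicles, and their 90th percentile fluorescence all below set limits, cut at about 80% in these data, passing the limit was not always enough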
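Read-out – percent CD8+ FL2 mean versus row control · System – murine 2C transgenic CD8+ T lymphocytes · Times – 1.5 h cell–vesicle binding at 37 °C, then 20 min icy labelling · Control set – naked vesicles low, QL9 vesicles with vehicle high · Detection – cytometric PE anti-B7-1 and Alexa647 anti-CD8 signals after 1% paraformaldehyde fixation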
TNAP activators – stimulation of alkaline phosphatase TNAP activity – biochemical, luminescent, no phosphate acceptor, uHTS, primary screen (AID 1001). purified TNAP, luminescent activation assay, no phosphate acceptor; higher activation fold means a stronger effect. 0.03% of 200,000 active. activation fold at 20 µM, or EC50 in µM where a hit was titrated; in the data active means activation fold from about 3, or a potency from the dose series; inactive means the rest, 99 in 100 with activation fold below about 1.6; further: many of its hits are not listed in these tables
UTI89 phage lysis – protection from phage-mediated lysis, alamar blue read-out – E. coli UTI89, K1F phage, bacterial capsule biogenesis inhibitors (AID 488966); E. coli UTI89 K1F phage lysis, alamar blue, 2 h; higher % means a stronger effect; inhibition, % at 100 µM; hits with a dose series show IC50 in µM; 0.02% of 340,000 active;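 active means phage lysis inhibition, versus mean bacterial control, above a set limit; inconclusive means no clear call, values can overlap the other calls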;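 further: capsule biogenesis inhibitors block K1F phage lysis so surviving cells raise fluorescence; higher fluorescence means more inhibition of phage lysis; actives were called in the ten point dose series up to 300 µM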
West Nile virus CPE – West Nile virus antiviral activity, cell-based, CPE readout (AID 1621); 0.02% of 290,000 active; CPE inhibition, % at 10 µM, or IC50 in µM where a hit was titrated; West Nile virus-infected cells, CPE inhibition; higher % means a stronger effect; in the data active means a potency from the dose series; inconclusive means CPE inhibition mostly from about 3.7% at the one dose, without a potency; inactive means the rest, 99 in 100 with CPE inhibition below about 2.2%; further: strong numbers were not always called active
M17LAP inhibition – P. falciparum M17LAP inhibitors, primary screen, biochemical, fluorogenic H-Leu-NHMec substrate, 1536-well (AID 1619) | inhibition, % at 30 µM; hits with a dose series show IC50 in µM | 0.38% of 220,000 active | recombinant M17LAP, H-Leu-NHMec fluorogenic kinetic assay; higher % means a stronger effect;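 active means compound inhibiting the enzyme by more than half at any dose during confirmatory dose-response retesting; inconclusive means strong single-dose inhibitors picked by rank but not retested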;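 further: plate controls were full reaction with DMSO carrier for no effect and no enzyme background for full effect; strong numbers were not always called active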
M1AAP inhibition – P. falciparum M1AAP inhibitors, biochemical, fluorogenic H-Leu-NHMec substrate, 1536-well (AID 1445); inhibition, % at 30 µM, or IC50 in µM where a hit was titrated; 0.42% of 220,000 active; recombinant M1AAP, H-Leu-NHMec fluorogenic kinetic assay; higher % means a stronger effect;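 active means primary inhibition above the hit cutoff, then over 50% inhibition at one or more dose response concentrations, cut at about 23% in these data, passing the limit was not always enough; inconclusive means conflicting primary data, or primary hits not chosen for dose response; inactive means low primary inhibition, or under 50% at every dose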;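 further: plate controls were DMSO full reaction for no effect and no enzyme background for full effect; strong numbers were not always called active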
T cell modulator vesicle-bound % – further read-out of T cell modulator, marked with its call; double positive events, %; measured here: CD8+ vesicle-bound cell fraction;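 binding gate set so that unloaded-vesicle control wells show 10% double positive cells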
An asterisk follows results filed as active; i = inactive; ? = inconclusive; · = not tested or not shown; [ ] = dose if it differs, or a comment. Unless noted, no stated cut-off is given here; in the data, active means inhibition above about 50%; inactive means the rest. An unsorted share of the library. About 1.5% of those tested had a hit in this group.

SMILES | RSV antiviral HEp-2 | human PMI inhibition | PMI inhibition | T cell modulator | T cell modulator vesicle-bound % | TNAP activators | UTI89 phage lysis | West Nile virus CPE | M17LAP inhibition | M1AAP inhibition
COc1ccccc1NC(=O)CSc1nnc(CCNC(=O)c2ccc(C)cc2)n1C | 3.7% | -6% | -12% | i | 57 | 1.2 | -0.1% | -0.6% | -4% | -5%
CCN(CC)C(=O)c1sc(NC(=O)c2c(OC)cccc2OC)c(C#N)c1C | 3.9% | -3% | -2% | i | 13 | 1.1 | 0.9% | -0.2% | -5% | 6%
CC1(C)Cc2nc(NCCN3CCOCC3)c(C#N)cc2CO1 | 1.6% | 2% | 0% | i | 9 | 1.1 | 0.3% | 0.5% | 8% | 4%
COc1cccc(CNC(=O)c2cccnc2Sc2ccc(C)cc2C)c1 | 3.4% | · | · | i | 62 | · | -0.1% | -0.9% | · | ·
COc1cc(C(=O)CCN2CCC(c3ccccc3)C2)cc(OC)c1OC (stereo not drawn) | 2.5% | 33% | 33% | i | 6 | 1.1 | 0.7%[50 µM] | -1.1% | 3% | 12%
CNS(=O)(=O)c1ccc2nc(NC(=O)/C=C/c3ccco3)sc2c1 | 1.6% | -3% | 8% | i | 44 | 1.1 | 0.8% | -0.3% | 5% | 13%
CCc1ccnc(NS(=O)(=O)c2ccc3c(c2)OCCO3)c1 | 1.5% | · | · | i | 40 | · | · | -0.1% | 3% | 9%
CCNc1nc(Oc2c(Cl)cccc2Cl)cc(C(F)(F)F)n1 | 2.7% | 11% | 2% | i | 28 | 1.1 | 0.1% | 0.0% | 6% | 3%
O=C(C(Cl)Cl)N1CCN(Cc2ccccc2)CC1 | 3.9% | 8% | 3% | i | 41 | 1.1 | 2.3% | · | 5% | 6%
CCCC(C)C(=O)Nc1ccc(F)c(Cl)c1 (stereo not drawn) | 0.7% | 6% | 7% | i | 16 | 1.1 | 0.2% | -0.1% | 0% | -2%
CCOC(=O)C1=C(C)NC(=O)NC1c1ccsc1 (stereo not drawn) | 1.9% | 5% | 2% | i | 37 | 1.1 | 2.7% | 0.4% | -12% | -6%
Cc1ccc(C(=O)NC(=S)NNS(=O)(=O)c2ccc(C)cc2)cc1 | 1.5% | 7% | 12% | i | 52 | 0.9 | 0.1% | 0.4% | 74% | 13%
COC(=O)c1cc(-c2ccc(Br)cc2)n[nH]1 | 3.1% | 4% | 5% | i | 23 | 0.2 | 0.4% | 0.2% | 2% | 4%
Cc1ccc(NC(=O)Nc2nnc(Cc3ccc([N+](=O)[O-])cc3)s2)cc1 | 2.1% | -2% | 3% | i | 45 | 1.1 | 0.3% | -1.0% | 2% | 2%
CCCNC(=O)CN(c1cccc(F)c1)S(C)(=O)=O | 1.6% | -2% | -5% | i | 50 | 1.1 | 0.7%[50 µM] | 1.0% | 4% | 0%
CC(=O)NS(=O)(=O)c1ccc(NC(=S)NC(=O)Cc2ccccc2)cc1 | 1.2% | 3% | 3% | i | 5 | 1.1 | -0.3% | 0.3% | 1% | -2%
CCCOc1ccc(N2C(=O)C3C4C=CC(CC4)C3C2=O)cc1 (stereo not drawn) | -2.7% | · | · | i | 22 | · | 0.1% | -0.6% | · | ·
O=C(c1ccc(CS(=O)(=O)c2ccc(Br)cc2)o1)N1CCCC1 | 0.8% | 5% | 10% | i | 40 | 1.1 | 3.4% | -1.3% | -8% | 8%
COc1ccc(CN2CCN(CCc3ccccc3)C(CCO)C2)c(Cl)c1OC (stereo not drawn) | 1.4% | · | · | i | 59 | · | 0.2% | -1.1% | · | ·
CC1(C)CC(=O)C2=C(C1)Nc1ccccc1N1C(=O)c3ccccc3C21 (stereo not drawn) | 3.8% | 0% | -10% | i | 33 | 1 | 3.8% | 0.3% | 2% | 13%
Cc1cccc(NC(=S)NC(=O)/C=C/c2ccccc2)n1 | 2.0% | -6% | -4% | i | 47 | 1.1 | 1.2% | -0.7% | 13% | -2%
Cc1cc(CNC(=O)COc2ccc(F)cc2)c2ccccc2n1 | 7.9% | 8% | 1% | i | 62 | 1.1 | 0.0% | -1.3% | 1% | 0%
CC(C)(C)n1nnnc1C(c1ccc(F)cc1)N1CCC(C(N)=O)CC1 (stereo not drawn) | 2.1% | -7% | -7% | i | 38 | 1 | 1.1% | -0.1% | -7% | -1%
CCOC(=O)C1=NNC(C(=O)c2ccc(C)cc2)C1c1ccc(C)cc1 (stereo not drawn) | 6.3% | -8% | -8% | i | 8 | 1.1 | 0.2% | -1.2% | -1% | 9%
CC1Cc2ccccc2N1C(=O)CNc1cccc(S(=O)(=O)N2CCCC2)c1 (stereo not drawn) | 3.8% | 2% | -1% | i | 49 | 1.2 | -1.2% | -0.9% | 4% | 16%
O=C(Cc1nc(-c2cnccn2)no1)NNC(=O)Nc1ccccc1 | · | · | · | i | 36 | · | -1.4% | 0.3% | -2% | 3%
O=C(Cc1ccccc1)Nc1ccc2c(c1)CCC2 | 8.2% | 6% | 8% | i | 15 | 1.1 | 1.5% | -0.2% | -5% | 6%
O=C(Cn1cc(C(F)(F)F)ccc1=O)N/N=C/c1ccc(O)cc1 | -0.4% | · | · | i | 48 | · | 0.0% | 0.8% | 3% | 10%
COC(=O)C(=C/C=C/c1cccnc1)C(=O)OC | 8.6% | 0% | 1% | i | 21 | 1.1 | -0.2% | -1.2% | · | ·
Clc1ccc(C(c2nnnn2C2CCCC2)N2CCN(c3nc4ccccc4s3)CC2)cc1 (stereo not drawn) | 2.6% | · | · | i | 26 | · | 3.1% | -0.1% | · | ·
NS(=O)(=O)c1cccc(NC(=O)CSc2ncnc3ccccc23)c1 | -0.8% | · | · | i | 18 | · | 0.3% | 0.3% | · | ·
COc1ccc(N2C(=O)CSC2c2ccc3c(c2)OCO3)cc1 (stereo not drawn) | 0.6% | 7% | -2% | i | 33 | 1.1 | 0.4% | -0.8% | 9% | 11%
CCOC(=O)C1CCN(Cc2nnnn2CCc2ccccc2)CC1 | 0.6% | -11% | -14% | i | 33 | 1.1 | 0.2% | 0.3% | 6% | -5%
O=C(CN1CCN(c2ccccc2F)CC1)Nc1ccc2c(c1)CCC2 | 3.1% | 2% | 5% | i | 58 | 1.1 | 0.2% | -1.4% | -2% | 1%
Cc1nn(C)c(C(=O)NNC(=S)NCc2ccco2)c1Br | 2.3% | -2% | -4% | i | 20 | 2.2 | -0.7% | -0.1% | 1% | 4%
COc1ccccc1NC(=O)c1ccc(NC(=O)CN2CCCC2)cc1 | -0.2% | 1% | 3% | i | 20 | 1 | 0.4% | 0.7% | 1% | 5%
COc1ccc(-c2ccc(-c3noc(-c4ccccc4F)n3)c(OC)n2)cc1 | · | 4% | 11% | · | · | 1 | 0.2% | -0.2% | 11% | 11%
Cc1ccc(NS(=O)(=O)c2ccc(OCC(=O)NCC3CCCO3)cc2)cc1 (stereo not drawn) | 0.1% | 1% | -4% | i | 44 | 1 | -0.1% | -0.3% | -6% | 2%
OC(c1ccccn1)C1CCN(Cc2nc(C(c3ccccc3)c3ccccc3)no2)CC1 (stereo not drawn) | 0.7% | 2% | -2% | i | 19 | 1.1 | 0.0% | -0.6% | 15% | 4%
COc1cccc(-c2nc(CS(=O)(=O)CC(=O)NCCc3ccc(OC)cc3OC)c(C)o2)c1 | ? | · | · | i | 7 | · | 0.2% | 0.2% | · | ·
Cc1cnc(SCc2ccc(Cl)cc2Cl)[nH]c1=O | 4.2% | · | · | i | 36 | · | 0.0% | 0.2% | 11% | 4%
COc1cc(C(=O)NNC(=O)CNC(=O)c2ccc(Br)o2)cc(OC)c1OC | 1.2% | · | · | i | 10 | · | -0.2%[50 µM] | 0.1% | · | ·
COc1ccc([N+](=O)[O-])cc1N(CC(O)CN(CC(C)C)CC(C)C)S(=O)(=O)c1ccccc1 (stereo not drawn) | 2.5% | 8% | 5% | i | 26 | 1.1 | 0.4% | -0.5% | -4% | 8%
Cc1cc(C)nc(NC(=O)Cc2cccs2)n1 | 1.3% | 6% | 4% | i | 12 | 1.1 | 0.2% | 0.1% | -6% | -9%
CC1CCCc2sc3ncn(N)c(=N)c3c21 (stereo not drawn) | -0.2% | 0% | -2% | i | 56 | 1.2 | 0.4% | -0.5% | 13% | 2%
O=C(NCCNC(=O)c1ccccc1F)c1ccccn1 | 0.6% | · | · | i | 17 | · | 0.3% | -0.1% | · | ·
CCCn1c(SCC(=O)Nc2ccccc2Oc2ccccc2)n[nH]c1=O | 5.7% | 4% | 2% | i | 51 | 1 | 0.1% | 0.1% | -3% | 4%
CN(C)c1ccc(/C=C(\C#N)C(=O)Nc2nc3c(s2)CCN(Cc2ccccc2)C3)cc1 | 3.5% | -6% | 1% | i | 56 | 0.4 | 0.0% | ? | 5% | 10%
COC(=O)CCCC1=CC2=CC(=O)C(C)(OC(=O)c3cccs3)C(=O)C2=CN1C1CCCC1 (stereo not drawn) | 0.6% | · | · | i | 21 | · | 0.8% | 0.2% | 0% | 2%
COc1cc2[nH]c(=O)n(CCC(=O)N3CCN(c4cc(Cl)ccc4C)CC3)c(=O)c2cc1OC | 2.1% | 0% | 4% | i | 7 | 1.1 | 0.0% | · | -3% | 16%
Cc1cc(Cl)ccc1OC(C)C(=O)Nc1cnn(CCCC(=O)O)c1 (stereo not drawn) | 2.8% | · | · | i | 36 | · | -4.8% | 0.4% | · | ·
C=CCOC(=O)C1=C(C)NC(=S)NC1/C=C/c1ccccc1 (stereo not drawn) | 2.9% | 2% | -4% | i | 37 | 1 | 2.2% | 0.9% | 4% | 0%
CCN(CC)S(=O)(=O)c1ccc(NC(=S)Nc2ccc(F)cc2)cc1 | 0.8% | · | · | i | 22 | · | 0.0% | -0.8% | · | ·
C=CCNc1nc(Cl)nc(NC2CCCCC2)n1 | ? | · | · | i | 56 | · | 0.8% | -1.1% | · | ·

Pulled by compound from above, 2 records:
SMILES | RSV antiviral HEp-2 | human PMI inhibition | PMI inhibition | T cell modulator | T cell modulator vesicle-bound % | TNAP activators | UTI89 phage lysis | West Nile virus CPE | M17LAP inhibition | M1AAP inhibition
COc1cc2[nH]c(=O)n(CCC(=O)N3CCN(c4cc(Cl)ccc4C)CC3)c(=O)c2cc1OC | 2.1% | 0% | 4% | i | 7 | 1.1 | 0.0% | · | -3% | 16%
C=CCOC(=O)C1=C(C)NC(=S)NC1/C=C/c1ccccc1 (stereo not drawn) | 2.9% | 2% | -4% | i | 37 | 1 | 2.2% | 0.9% | 4% | 0%
